hcGAS lum: Primary biochemical luminescence assay for human cyclic GMP-AMP synthase inhibitors; recombinant h-cGAS, ATP depletion, Kinase-Glo luminescence; inhibition, % at 12.5 µM; 290,000 compounds, 0.081% hits; AID 1259398, 2018;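 also: 0% = vehicle reaction and 100% = reaction without DNA for no activity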
Target sequence (Q8N884 whole entry, looked up): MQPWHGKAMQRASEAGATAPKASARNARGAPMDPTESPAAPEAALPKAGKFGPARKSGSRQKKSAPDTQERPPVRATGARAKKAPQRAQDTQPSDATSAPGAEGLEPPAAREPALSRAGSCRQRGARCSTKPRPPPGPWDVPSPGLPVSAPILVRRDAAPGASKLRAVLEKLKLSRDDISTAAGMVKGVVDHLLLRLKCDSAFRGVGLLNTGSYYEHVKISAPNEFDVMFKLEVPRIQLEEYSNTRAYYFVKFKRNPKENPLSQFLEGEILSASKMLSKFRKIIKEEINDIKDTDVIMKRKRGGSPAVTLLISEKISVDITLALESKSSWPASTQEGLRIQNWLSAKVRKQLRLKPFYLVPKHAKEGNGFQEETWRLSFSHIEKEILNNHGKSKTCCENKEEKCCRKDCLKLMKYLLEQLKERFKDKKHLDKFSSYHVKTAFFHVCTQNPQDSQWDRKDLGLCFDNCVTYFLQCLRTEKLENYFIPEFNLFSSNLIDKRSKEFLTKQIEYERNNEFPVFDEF
NPYLR7 ag: agonists of mosquito NPYLR7 receptor, primary screen, cell-based, Aedes aegypti, calcium fluorescence, mosquito biting behavior. Aedes aegypti neuropeptide Y-like receptor 7 (NPYLR7). 270,000 compounds, 0.15% hits. HEK293T NPYLR7/Galpha15, GCaMP6s calcium fluorescence. activation, % at 10 µM. AID 1259423, 2018; in the data active = activation above about 40%;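 also: 0% = vehicle and 100% = reference agonist at the receptor; some compounds past the cut are filed as inactive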
mcGAS lum: cyclic GMP-AMP synthase inhibitors, mouse, primary biochemical chemiluminescence; recombinant cGAS, Kinase-Glo ATP depletion luminescence; 160,000 compounds, 0.15% hits; Q8C6L5; inhibition, % at 12.5 µM;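 also: 0% = negative control wells and 100% = reference inhibitor with no enzyme activity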
* = called active by the depositor; . = no result given; & = joins results of further samples. Rule as the data show it, unless noted: active = inhibition above about 40%; inactive = the rest.

SMILES	hcGAS lum	NPYLR7 ag	mcGAS lum
CCCCCc1ccc(C(=O)N(CC(=O)N(CCc2c[nH]c3ccccc23)Cc2ccc(C(F)(F)F)cc2)C2CC2)cc1	-3	.	-6
Cc1noc(-c2cccc(F)c2)c1C(=O)NCCc1cccc(Cl)c1	-7	0	-8
CC(C)(Nc1ccccc1)C(=O)NC1CC(=O)N(C2CCCCCC2)C1 (configuration not stated)	-2	12	-17
CN(C(=O)Cc1cccs1)C1CCN(c2ccccc2F)C1=O (configuration not stated)	-7	-7	-14
CCc1ccccc1-n1cnnc1SCC(=O)O	0	0	-6
CC1CN(Cc2nc3c(F)cccc3[nH]2)CCN1Cc1nccn1C (configuration not stated)	-11	0	.
COc1ccc2nc(CNC(=O)c3ccc(C4CCCO4)s3)[nH]c2c1 (configuration not stated)	-7	-2	.
O=C(CSc1nc2c(c(=O)n1CCc1ccccc1)SCC2)N1CCCCCC1	-6	16	-8
COc1ccc2c(c1)OC[C@@H]1CN(CCC#N)C(=O)CCN(C(=O)COc3ccccc3)[C@H]21	-5	25	-7
COC(=O)C1=NNC2C(=O)N(c3ccc(Br)cc3)C(=O)C12 (configuration not stated)	-1	9	-3
Cc1ccc(-c2nc(CN3CCN(c4ncnc5ccccc45)CC3)c(C)o2)s1	-7	6	-9
Cc1c(C(=O)NCc2cc(CC(C)C)no2)cnc2ccnn12	-11	5	-11
O=c1c2cnc3nc(-c4ccccc4)nn3c2ccn1CCN1CCOCC1	-7	3	.
CC#CCN1CCC=C(CN(C)C(=O)/C=C/c2ccccc2)C1	3	2	-9
CN(C)c1ccc(N)cc1CN(Cc1ccco1)C(=O)c1ccccc1Cl	0	-1	-4
Cn1ccnc1SCc1cc(=O)c(OC(=O)c2cccs2)co1	-5	-2	-5
COc1ccccc1OCC1c2ccsc2CCN1C(=O)CN(C(=O)Cc1ccccc1)C1CC1 (configuration not stated)	-3	-4	-5
COCc1nc2ccccc2n1CCCCOc1ccc(C)cc1	-8	2	-6
COC1CCN(C(=O)c2cn(Cc3ccccc3Cl)nn2)CC1	-1	5	.
CC(=O)N(C)Cc1cccc(Nc2cc(C)nc(-c3ccccn3)n2)c1	28	3	.
Cc1cc(NC(=O)CCc2c(C)nn(-c3nc(C)c(C)c(=O)[nH]3)c2C)no1	-8	14	.
CCn1nnc2c(Nc3ccc(C(=O)OC)cc3)ncnc21	-5	6	-8
c1ccc(-c2noc3c2CN(c2cc(N4CCOCC4)ncn2)CC3)cc1	0	26	-7
Cc1cc(CN(C)Cc2nc3ccc(F)cc3[nH]2)n[nH]1	-4	10	.
CCCc1n[nH]c(=S)n1CC(=O)N(C)CCOc1ccc(C)cc1	-3	9	-13
CCCCCN1C(=O)/C(=C2\SC(=S)N(c3cccc(Cl)c3)C2=O)c2ccccc21	-4	19	-6
CC(=O)c1c(C)[nH]c(C(=O)OCC(=O)c2cc(C)n(Cc3ccco3)c2C)c1C	-5	2	.
OC(Cc1ccccc1)CN(Cc1cccn1Cc1cccc(F)c1)C1CC1 (configuration not stated)	-5	26	-6
Cc1ccc(-c2cc(C(=O)Nc3ccccc3Cl)c3ccccc3n2)cc1	-1	-8	-1
CC(C)(C)c1cc(Oc2cccc(F)c2)nc(SCc2cccc(Cl)c2)n1	-10	1	-7
COc1ccccc1C(NC(=O)C1CCN(CCCN2C(=O)CC3CCCCC3C2=O)CC1)c1ccccn1 (configuration not stated)	-4	5	-5
Cc1cc(C)c2[nH]c(C)c(CC(=O)NC(C)Cc3cc(C)[nH]n3)c2c1 (configuration not stated)	-5	0	.
O=C(CC1C(=O)NCCN1C/C=C/c1ccccc1)NCC1(O)CCCCC1 (configuration not stated)	-5	4	-9
O=C(Nc1cccc(O)c1)c1c(O)c2ccccc2[nH]c1=O	2	-6	-6
COCCNC(=O)C(NC(=O)c1cccs1)C1CCN(C(=O)c2ccc(OC)cc2)CC1 (configuration not stated)	-2	10	-7
O=C1CN(C(=O)C2CCN(C3=NS(=O)(=O)c4ccccc43)CC2)c2ccc(C(F)(F)F)cc2N1	-9	15	-17
COc1ccccc1CN1CCC(CN(CC(C)C)C(=O)C2CCCC2)CC1	-6	8	.
COc1ccc2[nH]c(C(=O)N3CCCC(N(C)C)CC3)cc2c1 (configuration not stated)	-11	5	.
Cc1c(C(=O)N2CCN(C(=O)Nc3cccc(Br)c3)CC2)cc(-c2ccc(F)cc2)n1-c1ccccc1	-17	-5	-5
COc1ccc(Cc2nc3ccc(C(=O)NC(C)c4ccncn4)cc3o2)cc1 (configuration not stated)	-6	24	.
Nc1cc(N2CCN(CCCc3ccccc3)CC2)nc(N)n1	-1	-4	-10
Cc1cc(C(=O)N2CCOC(COc3ccc(F)cc3)C2)co1 (configuration not stated)	-5	29	-7
O=S1(=O)CCC(SCc2ccc(Br)cc2)C1 (configuration not stated)	-4	16	.
Cc1cc(C(=O)N2CCC(n3c(C)nc4ccc(F)cc43)CC2)ccc1F	-4	-8	-7
COc1ccc(-c2nn3c(NCCN(C)C)cc(C)nc3c2C)cc1OC	-6	6	-6

Copied from the list:
`Nc1cc(N2CCN(CCCc3ccccc3)CC2)nc(N)n1` @ NPYLR7 ag = -4
`COc1ccc(-c2nn3c(NCCN(C)C)cc(C)nc3c2C)cc1OC` @ NPYLR7 ag = 6

(next part)
SMILES	hcGAS lum	NPYLR7 ag	mcGAS lum
Cc1nc(CCN)cc(N2CCN(c3ccncc3C)CC2)n1	-6	1	.
CCOC(=O)c1[nH]ncc1CN1CCN(C2CCN(C(C)C)CC2)C(CCO)C1 (configuration not stated)	-8	3	-11
CCOC(=O)c1c(SCC(=O)NC2CCCC2)nc(=O)[nH]c1C	-9	5	-9
CC1CCN(c2ncnc3c2cnn3Cc2ccc(Cl)cc2)CC1	-11	1	-1
CCOC(=O)c1cc(C#N)c(SCc2csc(Cc3ccc(OC)cc3)n2)nc1C	-5	23	-5
CC(=O)c1c(C)[nH]c(C(=O)C(C)n2nc(C)c(S(=O)(=O)N(C)Cc3ccco3)c2C)c1C (configuration not stated)	-7	3	.
Cc1cccc(CN(C(=O)c2ccc(F)cc2)C2CCC(NC(=O)C3CCN(C(=O)C4CCCC4)CC3)CC2)c1 (configuration not stated)	0	0	-3
CCOC(=O)N1CCN(Cc2nc(-c3ccc(C(F)(F)F)cc3)oc2C)CC1	-6&-6	-7&18	.
O=C(CCC1CCN(C(=O)c2cccc3c2C(=O)c2cc(Cl)ccc2-3)CC1)NC1CC1	2	8	.
O=C(COCc1ccccc1)N1CCN(Cc2ccc(-c3noc(-c4cccnc4)n3)cc2)CC1	-4	1	-8
O=C(c1cc(C2CC2)on1)N1CCCC(N2CCN(c3cccc(C(F)(F)F)c3)CC2)C1 (configuration not stated)	-6	2	.
C=CCOC1C[C@](OCc2cccc(C)c2)(C(=O)NCC2CC2)C[C@H]2OC(C)(C)O[C@@H]12 (some centres not stated)	0	0	-3
COc1ccc(C(=O)N(CC(=O)N(CCc2c[nH]c3ccccc23)Cc2ccc(Cl)c(Cl)c2)C(C)C)cc1	-3	17	-2
CC(=O)c1nn(-c2ccc(F)cc2)nc1NC1CCc2ccccc21 (configuration not stated)	-4	0	-6
O=S(=O)(c1cnc[nH]1)N1CCN(C2CCCCC2)CC1	-6	14	.
Cc1ccc(-n2c(C)cc(C(=O)COC(=O)C3COc4ccccc4O3)c2C)cc1 (configuration not stated)	-6	1	-6
CC1(C)C2CCC1(CS(=O)(=O)NNc1ccnc3cc(Cl)ccc13)C(=O)C2 (configuration not stated)	-2	-5	0
O=C(NCC1CCCCC1)c1ccc(CSc2ccc3ccccc3n2)cc1	-5	-8	-3
CCCOC(=NCCCN1CCOCC1)NC(=O)c1ccc(Cl)c(Cl)c1	3	-9	-1
CNS(=O)(=O)c1ccc(CN2CC[C@@H](c3sccc3C)[C@H](O)C2)cc1	-4	-3	.
COc1cccc(CO[C@]2(C(=O)NCCN(C)C)CC(OCc3ccccc3C#N)[C@H](O)[C@H](O)C2)c1 (some centres not stated)	-4	20	-5
CCOC(=O)CNC(=O)CCc1cc2c(n1-c1ccc(C)cc1OC)-c1ccccc1OC2	-7	3	-11
Cc1ccc2oc(CN(Cc3ccccc3Cl)C(=O)c3ccc(Cl)nc3)nc2c1	-3	24	-8
O=C(CN1CCC2(C=Cc3ccccc32)CC1)Nc1ccc(C(F)(F)F)cc1	1	7	.
COc1ccc(C(=O)N2CCCC2C(=O)Nc2nnc(-c3cccc(Br)c3)s2)c(OC)c1 (configuration not stated)	-2	12	-5
COc1ccc(-n2nc(C(C)(C)C)c3c2N(CC(=O)N2CCCC2)C(=O)CSC3c2ccc(OC)c(OC)c2)cc1 (configuration not stated)	0	-7	1
COc1ccc(-c2csc(-c3ccc(C)cc3)n2)c(OC)c1	-5	0	-10
CC(C(=O)Nc1ccc(S(=O)(=O)Nc2cncs2)cc1)N1C(=O)c2ccccc2C1=O (configuration not stated)	-2	2	-7
CCc1nc(CN(C)C(=O)c2c(C)nn(-c3ccc(F)cc3)c2C)no1	-5	-6	.
CCCCCN(C(=O)NC(=O)NC(C)C1CC2CCC1C2)S(C)(=O)=O (configuration not stated)	-10	6	.
CCn1cc(CNC2CCN(c3cccc(C)c3C)CC2)cn1	-2	3	-17
CCOc1ccccc1N1CCN(C(=O)c2cc(-c3ccccc3)n(-c3cccc(OC)c3)c2C)CC1	-9	-3	-4
CCNC(=O)c1ccccc1Cn1c(C)csc1=NC(=O)c1cccc(C)c1	-6	.	-5
COc1ccccc1-c1nc(C)c(-c2ccc(SCC(=O)N3CCCC3)nn2)s1	-4	3	.
CCOC(=O)N1CCN(C(=O)COc2ccc3c(C)cc(=O)n(Cc4ccccc4F)c3c2)CC1	-1	3	.
Cc1nc2sc(C(=O)OCc3ccc(Cl)cc3)c(C)c2c(=O)[nH]1	-6	6	.
CC1CC(C)CN(c2nc(NCC3CCCO3)nc(N)c2[N+](=O)[O-])C1 (configuration not stated)	-3	1	.
CC1CCN(c2ccc(NC(=O)COc3ccc(Cl)cc3)cc2C(=O)NCCc2ccccc2)CC1	-13	0	-4
Cc1nc(SC(C)C(=O)c2c(N)n(C)c(=O)n(C)c2=O)c2c(C)c(C)sc2n1 (configuration not stated)	-2	7	.
COCCN(CC(=O)N(Cc1cccn1Cc1ccccc1Cl)C1CCCCC1)S(=O)(=O)c1c(C)cc(C)cc1C	4	.	0
NC(=O)c1ccc(COC(=O)c2cncn2-c2ccccc2)cc1	-15	-5	.
COC(=O)C1OC2(OC1C(=O)OC)c1ccccc1-c1ccccc12 (configuration not stated)	-7	4	.
CC(C)CCN1CCNC(=O)C1CC(=O)NCc1ccc(N2CCOCC2)cc1 (configuration not stated)	-8	6	.
COC(=O)c1ccccc1Cn1cnc2c1c(=O)n(C1CCCC1)c(=O)n2-c1cccc(OC)c1	-18	4	.
O=C(C1CCCO1)N1CCC(NCCOc2ccccc2Cl)CC1 (configuration not stated)	-6	8	.
CCc1c(C)sc(NC(=O)c2c(-c3ccccc3)noc2C)c1C#N	-4	15	-6
C=CCN(Cc1nccn1Cc1ccc(Cl)c(Cl)c1)C(=O)C1CC1	2	1	1

Grouped by structure, those above with a Cl atom.
SMILES	hcGAS lum	NPYLR7 ag	mcGAS lum
Cc1noc(-c2cccc(F)c2)c1C(=O)NCCc1cccc(Cl)c1	-7	0	-8
CN(C)c1ccc(N)cc1CN(Cc1ccco1)C(=O)c1ccccc1Cl	0	-1	-4
COC1CCN(C(=O)c2cn(Cc3ccccc3Cl)nn2)CC1	-1	5	.
CCCCCN1C(=O)/C(=C2\SC(=S)N(c3cccc(Cl)c3)C2=O)c2ccccc21	-4	19	-6
Cc1ccc(-c2cc(C(=O)Nc3ccccc3Cl)c3ccccc3n2)cc1	-1	-8	-1
CC(C)(C)c1cc(Oc2cccc(F)c2)nc(SCc2cccc(Cl)c2)n1	-10	1	-7
CC1CCN(c2ncnc3c2cnn3Cc2ccc(Cl)cc2)CC1	-11	1	-1
O=C(CCC1CCN(C(=O)c2cccc3c2C(=O)c2cc(Cl)ccc2-3)CC1)NC1CC1	2	8	.
COc1ccc(C(=O)N(CC(=O)N(CCc2c[nH]c3ccccc23)Cc2ccc(Cl)c(Cl)c2)C(C)C)cc1	-3	17	-2
CC1(C)C2CCC1(CS(=O)(=O)NNc1ccnc3cc(Cl)ccc13)C(=O)C2 (configuration not stated)	-2	-5	0
CCCOC(=NCCCN1CCOCC1)NC(=O)c1ccc(Cl)c(Cl)c1	3	-9	-1
Cc1ccc2oc(CN(Cc3ccccc3Cl)C(=O)c3ccc(Cl)nc3)nc2c1	-3	24	-8
Cc1nc2sc(C(=O)OCc3ccc(Cl)cc3)c(C)c2c(=O)[nH]1	-6	6	.
CC1CCN(c2ccc(NC(=O)COc3ccc(Cl)cc3)cc2C(=O)NCCc2ccccc2)CC1	-13	0	-4
COCCN(CC(=O)N(Cc1cccn1Cc1ccccc1Cl)C1CCCCC1)S(=O)(=O)c1c(C)cc(C)cc1C	4	.	0
O=C(C1CCCO1)N1CCC(NCCOc2ccccc2Cl)CC1 (configuration not stated)	-6	8	.
C=CCN(Cc1nccn1Cc1ccc(Cl)c(Cl)c1)C(=O)C1CC1	2	1	1

Rows are unselected. Share with any hit: about 0.27%.
